From PubChem BioAssay
NPY-Y2 PAM-ag: potentiates or activates human NPY-Y2 receptor; P49146; cells expressing NPY-Y2, potentiator/agonist read-out; activation, % at 3.6 µM; actives 0.45% (n = 220,000); AID 1359; in the data active = activation above about 27%;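 note: cells stimulated with NPY near EC25 plus isoproterenol at EC100; 0% = vehicle plus submaximal agonist and 100% = vehicle plus saturating agonist; some results beyond the cut were filed as inactive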
S1P4 agonist: human S1P4 receptor agonism | O95977 | actives 0.35% (n = 220,000) | S1P4-expressing cell line, agonist reporter assay | activation, % at 4.98 µM; in the data active = activation above about 11%;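 note: 0% = DMSO vehicle and 100% = reference agonist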
Target sequence (O95977 whole entry, looked up): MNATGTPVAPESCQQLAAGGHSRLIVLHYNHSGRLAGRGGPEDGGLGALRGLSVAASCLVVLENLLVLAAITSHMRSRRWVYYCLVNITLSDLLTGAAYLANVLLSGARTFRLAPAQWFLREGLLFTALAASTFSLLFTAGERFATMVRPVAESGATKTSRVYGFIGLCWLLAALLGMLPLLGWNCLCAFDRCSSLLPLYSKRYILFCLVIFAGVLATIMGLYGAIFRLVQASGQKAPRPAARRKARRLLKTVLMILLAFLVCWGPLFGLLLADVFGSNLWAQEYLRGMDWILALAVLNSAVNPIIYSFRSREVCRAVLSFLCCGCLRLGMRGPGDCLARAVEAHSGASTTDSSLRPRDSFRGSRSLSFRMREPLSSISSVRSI
eIF4E 4G PPI: inhibitors of eIF4E and eIF4G interaction in translation initiation | TR-FRET eIF4E-eIF4GI(517-606) binding, 2 h | inhibition, % at 21.7 µM | actives 0.37% (n = 220,000) | P63073+Q04637;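 active = inhibition above about 30%, limit read from the data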;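 note: 0% = full FRET control wells and 100% = background wells lacking eIF4GI fragment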
Wee1 degr inh: inhibitors of human Wee1 degradation; P30291; HeLa Luc-Wee1K328M stability, luciferase luminescence; 100% = proteasome inhibitor MG132 effect; reporter increase, % at 5 µM; actives 1.2% (n = 220,000); AID 1321;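 active = activation above the mean of all tested compounds plus 3 SD, set per screening run, cut at about 8.8% in these data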;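 note: cells exposed to compound for 20 h before luminescence read; 0% = DMSO alone and 100% = MG132 at 30 µM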
Target sequence (P30291 whole entry K328M): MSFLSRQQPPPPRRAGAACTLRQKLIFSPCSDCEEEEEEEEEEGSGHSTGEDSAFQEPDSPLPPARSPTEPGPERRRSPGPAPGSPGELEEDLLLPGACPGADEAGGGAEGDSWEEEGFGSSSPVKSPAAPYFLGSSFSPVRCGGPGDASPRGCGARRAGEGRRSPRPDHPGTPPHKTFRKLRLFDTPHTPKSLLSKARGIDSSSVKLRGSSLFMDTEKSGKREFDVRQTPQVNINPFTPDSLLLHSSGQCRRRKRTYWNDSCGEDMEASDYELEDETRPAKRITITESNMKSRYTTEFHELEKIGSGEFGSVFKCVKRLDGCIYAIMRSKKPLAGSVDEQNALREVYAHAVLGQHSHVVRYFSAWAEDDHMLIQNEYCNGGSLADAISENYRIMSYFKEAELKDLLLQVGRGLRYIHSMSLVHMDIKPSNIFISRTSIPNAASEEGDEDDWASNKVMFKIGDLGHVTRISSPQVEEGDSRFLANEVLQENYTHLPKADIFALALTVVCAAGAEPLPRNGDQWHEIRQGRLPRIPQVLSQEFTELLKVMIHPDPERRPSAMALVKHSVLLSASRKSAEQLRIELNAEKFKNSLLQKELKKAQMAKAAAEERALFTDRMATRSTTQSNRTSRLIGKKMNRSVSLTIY
BaF3 tox: parental Ba/F3 viability inhibition as JAK2V617F counter-screen; CellTiter-Glo ATP luminescence; inhibition, % at 5.6 µM; actives 1.1% (n = 220,000); AID 1486;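 active = inhibition above a per-campaign cutoff, the mean inhibition of all tested compounds plus 3 SD, cut at about 27% in these data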;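 note: 0% = DMSO wells and 100% = JAK Inhibitor I control wells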
Ba/F3 V617F tox: reduce viability of Ba/F3 cells dependent on JAK2V617F | Ba/F3 EpoR-JAK2V617F viability, ATP luminescence | inhibition, % at 5.6 µM | actives 1.1% (n = 220,000) | AID 1446;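 active = inhibition above the campaign mean plus 3 SD over all tested compounds, cut at about 24% in these data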;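 note: cytokine-independent growth of Ba/F3 cells driven by EpoR plus mutant JAK2; 0% = DMSO-treated cells and 100% = JAK inhibitor I control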
S1P4 antagonist: blocks the human S1P4 receptor; inhibition, % at 4.98 µM; O95977; AID 1510; S1P4-expressing cells, antagonist mode, reporter read-out; actives 0.26% (n = 220,000); in the data active = inhibition above about 29%;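 note: 0% = wells stimulated with agonist and 100% = vehicle wells without agonist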
Mdm2 ligase inh: inhibitors of human Mdm2 E3 ubiquitin ligase; Q00987; cell-based MDM2 ubiquitination luciferase reporter, 2 h; 0 = plate control, 100 = twice control, blank-subtracted; signal enhancement, % at 5 µM; actives 0.11% (n = 210,000);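 active = signal enhancement of 30% or more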;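 note: luminescence tracks abundance of the self-degrading MDM2-luciferase fusion protein; higher signal means inhibition of MDM2 E3 ligase activity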
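Timing – 2 h compound exposure at 37 °C · Assay system – mammalian cells stably expressing self-ubiquitinating, self-degrading MDM2 E3–luciferase fusion · Amount – 2000 cells seeded into each well · Measure – % luminescence enhancement versus blank-corrected plate control mean · Measured by – SteadyLite luminescence, 15 min reagent step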
PERK inh: inhibitors of human PERK kinase; Q9NZJ5; CHO PERK-DD fusion, SEAP luminescence translation reporter; inhibition, % at 5.6 µM; actives 0.17% (n = 220,000); AID 1416;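 active = inhibition above the mean inhibition of all tested compounds plus 3 SD, set separately per screening campaign, cut at about 2.9% in these data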;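 note: PERK kinase domain activated by AP20187 dimerizer at 100 nM; 0% = DMSO with dimerizer and 100% = rapamycin at 8.4 µM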
* = called active by the depositor; / = no result given; [ ] = dose if it differs, or a comment.

SMILES	NPY-Y2 PAM-ag	S1P4 agonist	eIF4E 4G PPI	Wee1 degr inh	BaF3 tox	Ba/F3 V617F tox	S1P4 antagonist	Mdm2 ligase inh	PERK inh
CCOc1ccc(S(=O)(=O)NCc2ccco2)cc1	-11.5	-0.2	3.2	0.1	4.1	0.6	9.2	-2.6	-0.3
CNC(=O)c1c(NC(NC(=O)c2ccco2)C(=O)c2ccc(Cl)cc2)sc2c1CCCC2 (stereo not drawn)	-13.0	0.0	-0.3	-2.6	-0.7	1.1	-4.9	7.4	-0.2
Cc1cc2cc3c(cc2nc1SCC(=O)OC(C)C)OCO3	-15.4	-0.3	6.1	4.0	4.1	0.9	4.5	-12.3	1.3
COc1cccc(C2c3c(C)nn(-c4ccc([N+](=O)[O-])cc4)c3N=C3C(=O)Nc4ccccc4N32)c1 (stereo not drawn)	18.7	1.1	6.9	-1.7	7.3	3.4	6.1	-11.3	0.4
O=C(NCc1ccc(F)cc1)C1CCCN(C(=O)Nc2ccccc2)C1 (stereo not drawn)	-12.9	-0.4	-0.3	5.9	6.7	1.7	-7.3	-8.8	1.0
COc1ccc(/C=C(\C#N)C(=O)OCC(=O)Nc2c(C)cccc2C)cc1	-10.0	-0.5	0.6	-2.9	5.3	-0.1	-7.7	-5.4	1.5
O=C(NC12CC3CC(CC(C3)C1)C2)c1ccc(N2CCNCC2)c([N+](=O)[O-])c1	19.4	-0.4	-1.6	1.4	4.5	1.5	-3.8	-2.5	-2.4
Cc1cccc(CSC2=NCCN2C(=O)C2CC2)c1	3.6	1.6	6.6	2.3	1.4	2.5	-0.4	-7.0	1.0
CCN(CC)S(=O)(=O)c1ccc(NC(=O)CSc2nnc(-c3cccc(OC)c3)n2C)cc1	-6.8	-0.7	-3.8	0.8	2.2	1.9	-0.6	-9.0	-1.2
COc1ccc(NS(=O)(=O)c2cc(NC(=O)c3cnc(C)cn3)ccc2N2CCCCC2)cc1	-2.8	0.9	-1.8	0.1	6.8	0.2	-9.3	-2.3	-0.2
COc1ccc(S(=O)(=O)Nc2ccc(NC(C)=O)cc2)cc1[N+](=O)[O-]	-12.2	1.9	-1.6	3.5	12.8	3.3	-2.6	-13.2	-0.7
COCCCNC(=O)c1cc2c(=O)n3cc(C)ccc3nc2nc1NCC1CCCO1 (stereo not drawn)	6.6	3.3	0.0	-3.2	3.2	-2.0	-9.8	-3.9	0.2
Cc1ncc(C[n+]2csc(CCOC(=O)C34CC5CC(CC(C5)C3)C4)c2C)c(N)n1	8.1	-0.9	0.3	-2.4	5.4	1.4	1.5	-14.3	0.6
Cc1noc(C)c1CSCC(=O)OCc1nc2ccccc2c(=O)n1CC#N	0.9	-0.4	6.7	-3.1	8.0	-3.1	-10.8	3.5	0.1
Brc1ccccc1-c1nnc(SCc2nc3ccccc3s2)o1	-10.1	-1.7	1.3	-1.3	4.5	-2.6	-5.6	-5.6	0.9
O=C(c1ccccc1)c1ccc2nc(-c3ccc(NC(=O)c4ccccc4Br)cc3)[nH]c2c1	1.2	0.0	2.7	-1.2	-2.9	1.3	8.1	-10.6	-1.4
CCN(CC)S(=O)(=O)c1ccc(N/N=C/c2ccc(OC)c(OC)c2OC)nc1	-0.6	-0.2	0.0	-1.9	9.7	3.1	-12.1	-11.8	0.1
COc1cccc(C2(O)CCN(C(=O)C3CCC3)CC2)c1	3.9	0.2	12.1	1.6	0.3	-4.5	0.6	-11.8	1.0
CCOC(=O)C1=C(C)NC2=C(C(=O)CC(C)(C)C2)C1c1ccsc1 (stereo not drawn)	2.1	1.0	-5.2	-3.7	8.7	1.7	10.9	0.1	-0.5
Nc1nc(-c2cccs2)c(CC(=O)O)s1	-2.8	-0.5	5.7	2.6	2.2	0.0	-5.2	-9.2	0.2
CC(C)C(=O)Nc1ncc(C(F)(F)F)cc1Cl	-20.5	1.1	-0.2[fluorescence artefact?]	0.3	2.4	-3.1	-13.5	-1.3	0.3
O=C(NCC1CCCO1)c1cc2ccccc2nc1Cl (stereo not drawn)	-1.6	1.5	2.3	-0.6	4.3	1.3	-5.0	-2.5	-0.3
Cc1ccc(NS(=O)(=O)c2cc(C(=O)N3CCOCC3)ccc2C)cc1C	-15.3	-0.1	3.5	-0.4	4.5	-1.2	-17.6	-13.4	-0.7
COc1ccc2c(c1)[n+](=O)c(C(C)=O)c(C)n2[O-]	4.5	-4.1	/	3.0	4.1	-1.6	5.5	-9.8	0.8
Cc1c(NC(=O)OCCSc2nc(N(C)C)nc(N(C)C)n2)sc(=S)n1C	-16.0	2.6	0.7	0.6	6.4	2.1	-28.0	-7.1	-2.0
O=C(CSc1ccc2nnc(-c3ccncc3)n2n1)Nc1ccc2c(c1)OCO2	3.2	0.9	-3.0[fluorescence artefact?]	1.2	4.4	-6.0	-0.3	-16.4	1.8
CC(=O)C1(C)OC(N)=C(C#N)C(c2ccccc2)C1(C#N)C#N (stereo not drawn)	1.1	1.0	6.3	-0.9	2.4	1.4	-13.8	-20.6	0.2
CC1(C)CN(c2ccc(C(=O)c3ccccc3)cc2)C1=O	-5.0	0.9	0.6	-2.5	8.4	1.5	-25.1	-7.2	-0.3
Fc1ccc(-c2csc3[n+]2CCS3)cc1	0.9	0.7	0.3[fluorescence artefact?]	-1.0	1.6	-1.1	-7.5	-0.8	-0.2
Cc1ccc(SCc2cc(=O)[nH]c(N3CCN(Cc4ccc5c(c4)OCO5)CC3)n2)cc1	-11.0	0.5	0.8	-0.1	8.4	2.7	-21.9	1.4	0.4
CN(C)/C=C1\C=C(c2ccccc2)OC1=O	-10.0	-4.3	16.4[fluorescence artefact?]	1.4	2.3	6.1	8.8	-11.7	0.5
O=C(O)C/C(=C\c1ccc(Cl)cc1)c1nc2ccccc2o1	-22.5	1.0	1.4	2.4	9.5	0.6	-2.3	-9.7	1.8
CC(C)c1ccc(CNc2c([N+](=O)[O-])c(=O)oc3ccccc23)cc1	-16.4	-0.3	-1.5	-3.9	9.5	7.3	32.1*	-8.3	0.8
COc1cc2cc(CN(Cc3cccs3)C(=S)Nc3ccccc3)c(=O)[nH]c2cc1OC	11.2	3.2	-1.5	-1.4	2.5	-2.2	-0.7	-11.6	-1.1
CCOC(=O)c1c(C)c(C(=O)N2CCN(c3ccccc3)CC2)c(C)n1C	-5.1	-3.9	-3.8	0.8	2.8	4.7	-2.6	-9.1	-0.6
CCOc1oc(-c2ccc(OC)cc2)nc1C(F)(F)F	16.7	0.2	2.4	-0.7	6.7	-3.0	7.8	-5.9	0.9
C=CCOC(=O)C1=C[C@H](c2coc3ccccc3c2=O)[C@@H](CCCO)[C@H](OCC)O1	2.7	-1.4	2.8	1.0	-1.0	0.3	3.1	/	0.6
COC(=O)c1sccc1-c1ccc(C(=O)Nc2cccnc2)o1	-8.9	0.1	-3.5[fluorescence artefact?]	3.2	1.5	2.5	-4.4	-18.8	-0.7
CCCCCc1nnc(NS(C)(=O)=O)s1	-6.2	-1.5	-0.6[fluorescence artefact?]	1.1	4.8	3.1	-15.1	-4.3	0.8
Cc1ccc(-c2cc(C(=O)NCC3CCCO3)c3ccccc3n2)o1 (stereo not drawn)	8.1	0.2	/	0.1	3.3	-2.0	-16.5	/	-0.1
CCOc1ccc(N2C(=O)CC(NNc3nc4ccccc4s3)C2=O)cc1 (stereo not drawn)	12.5	0.5	-4.8	-0.3	0.3	0.5	-7.5	-17.2	0.5
COC(=O)C(NC(=O)COc1ccccc1)(Nc1nc2c(s1)CCCC2)C(F)(F)F (stereo not drawn)	-16.6	-1.2	2.3	0.3	2.0	-4.4	-18.4	/	0.3
C/C(N)=C(/C#N)C(=O)COC(=O)CC1CCCC1	-5.3	-0.2	/	-1.6	4.3	1.2	-12.2	/	1.1
CCN(CC)C(=O)CSc1nnnn1-c1ccc(F)c(Cl)c1	2.2	0.2	3.3	-1.6	5.8	0.5	-8.0	-0.4	-0.2
COc1cc(/C=N/N2CCN(C3c4ccccc4-c4ccccc43)CC2)cc(OC)c1OC	-12.6	1.7	1.0	-2.1	11.7	6.2	-6.8	-16.6	0.2

Reformatted with values under each structure: entries from further up
Every second line gives: NPY-Y2 PAM-ag | S1P4 agonist | eIF4E 4G PPI | Wee1 degr inh | BaF3 tox | Ba/F3 V617F tox | S1P4 antagonist | Mdm2 ligase inh | PERK inh
- COc1cccc(C2c3c(C)nn(-c4ccc([N+](=O)[O-])cc4)c3N=C3C(=O)Nc4ccccc4N32)c1 (stereo not drawn)
→ 18.7 | 1.1 | 6.9 | -1.7 | 7.3 | 3.4 | 6.1 | -11.3 | 0.4
- O=C(NCc1ccc(F)cc1)C1CCCN(C(=O)Nc2ccccc2)C1 (stereo not drawn)
→ -12.9 | -0.4 | -0.3 | 5.9 | 6.7 | 1.7 | -7.3 | -8.8 | 1.0

Additional compounds
SMILES	NPY-Y2 PAM-ag	S1P4 agonist	eIF4E 4G PPI	Wee1 degr inh	BaF3 tox	Ba/F3 V617F tox	S1P4 antagonist	Mdm2 ligase inh	PERK inh
COc1ccc(-n2c(SCC(=O)Nc3ccccc3)nc3c(c2=O)SCC3)cc1	10.4	0.2	-1.1[fluorescence artefact?]	-0.8	6.8	-2.5	-8.4	-19.6	-1.1
Cc1[nH]n(-c2ncc(-c3ccc(Cl)cc3)s2)c(=O)c1C(c1ccc(Cl)cc1)C(C#N)C#N (stereo not drawn)	0.8	-0.5	3.0[fluorescence artefact?]	0.2	4.2	1.6	-24.7	7.4	1.2
Cc1ccc2cc(CCNC(=O)c3cccs3)c(=O)[nH]c2c1C	-11.9	-1.6	-5.2	1.1	3.5	1.5	1.4	/	-1.3
Fc1ccccc1C(c1nnnn1Cc1ccc2c(c1)OCO2)N1CCN(Cc2ccco2)CC1 (stereo not drawn)	-1.4	0.3	1.7	-3.1	-0.2	-3.6	-5.7	-7.3	-0.4
COc1cccc(NC(=S)NCCN2CCOCC2)c1	3.3	-0.1	-0.3	1.9	3.8	2.2	-4.9	/	0.6
CCOC(=O)Cc1cnc(NC(=O)Cn2nnc(-c3ccc(OCC)cc3)n2)s1	-1.1	0.8	4.2	-0.8	6.3	1.7	-19.6	-11.0	0.5
O=C(CSc1nc(-c2ccco2)cc(C(F)(F)F)n1)Nc1ccc(C(=O)N2CCCCC2)cc1	-2.1	-2.6	0.7[fluorescence artefact?]	-1.3	2.1	3.4	-2.9	-13.1	0.6
O=C(NOC(=O)c1ccccc1)c1ccccc1	-9.1	-1.0	7.1	1.1	-4.0	-5.1	12.2	0.7	1.9
Cc1nn(-c2ccc(F)cc2)c(Cl)c1/C=C/C(=O)N1CCNC(=O)C1	1.7	1.6	0.9	4.3	3.8	0.5	-14.2	-1.6	-0.5
O=S1(=O)CCC(S(=O)(=O)N2CCCCCC2)C1 (stereo not drawn)	-21.0	-1.1	0.4[fluorescence artefact?]	-3.1	2.8	3.8	-10.2	-13.6	0.9
COc1cccc(Nc2nc(=O)[nH]nc2C)c1	6.2	-0.5	0.5	-1.9	1.5	0.7	-9.8	0.2	0.7
CC1=C(C(=O)N2CCCC(C(=O)c3cccc(C(F)(F)F)c3)C2)OCCO1 (stereo not drawn)	2.1	3.8	0.8	-1.6	4.4	1.4	-22.9	-0.4	0.0
Cc1ccc(S(=O)(=O)N2CCCC(c3nc(-c4ccc(C)o4)no3)C2)cc1 (stereo not drawn)	8.3	0.0	-2.7	-2.0	3.3	-3.6	6.3	-3.2	-0.3
COCC(C)NC(=O)COc1nncc2ccccc12 (stereo not drawn)	-4.3	-1.7	0.5	-4.1	2.2	-1.1	0.8	-29.3	1.7
